DAX1 inh-1: DAX1 (NR0B1) inhibition, primary screen | inhibition, % at 6.8 µM | 1.1% of 370,000 active | HEK293T StAR-luciferase reporter, SF-1/DAX-1 repression relief | AID 652010;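 active = inhibition above the mean over all tested compounds plus 3 SD, cut at about 3.6% in these data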;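 note: 0% = DAX-1 cells with DMSO and 100% = cells lacking DAX-1 with DMSO; higher inhibition means more luminescence from relief of DAX-1 repression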
hgDAF-12 ag: hgDAF-12 agonism, primary luciferase screen. activation, % at 6.8 µM. HEK293 GAL4-hgDAF12 UAS-luciferase reporter, agonist luminescence; normalized to butyrate control. 1.8% of 370,000 active;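 active = activation above a cutoff set at the mean of all screened compounds plus 3 SD, cut at about 10% in these data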;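 note: 0% = DMSO wells and 100% = sodium butyrate wells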
NR1D1 modulator: Rev-erb alpha (human) modulation; activity, % at 10 µM; 0.79% of 370,000 active; Rev-erbα–FITC-DNA binding, fluorescence polarization, 90 min;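 active = activity above about 14%, limit read from the data; passing the limit was not always enough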;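 note: 0% = DMSO wells with 35 nM protein and 100% = DMSO wells with 750 nM protein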
PLC-gamma1 inh: inhibitors of human phospholipase C gamma1 | AID 720700 | purified PLC-gamma1, fluorogenic substrate, fluorescence | P19174 | 0.84% of 370,000 active | inhibition, % at 12.2 µM; in the data active = inhibition above about 9.5%
MBD2 inh: inhibitors of human MBD2 binding to methylated oligonucleotide; 0.31% of 370,000 active; inhibition, % at 4.4 µM; AID 686964; Q9UBB5; TR-FRET; in the data active = inhibition above about 13%
ADAM17 inh: ADAM17 inhibition, QFRET primary screen; P78536; recombinant ADAM17, EDANS/DABCYL FRET peptide cleavage; inhibition, % at 6.95 µM; 0.83% of 370,000 active; AID 720648;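 active = inhibition above the mean of compounds lying between control limits plus 3 SD, set per campaign, cut at about 8.5% in these data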;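 note: 0% = DMSO-only wells as the low control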
Target sequence (P78536 215-824 limits assumed): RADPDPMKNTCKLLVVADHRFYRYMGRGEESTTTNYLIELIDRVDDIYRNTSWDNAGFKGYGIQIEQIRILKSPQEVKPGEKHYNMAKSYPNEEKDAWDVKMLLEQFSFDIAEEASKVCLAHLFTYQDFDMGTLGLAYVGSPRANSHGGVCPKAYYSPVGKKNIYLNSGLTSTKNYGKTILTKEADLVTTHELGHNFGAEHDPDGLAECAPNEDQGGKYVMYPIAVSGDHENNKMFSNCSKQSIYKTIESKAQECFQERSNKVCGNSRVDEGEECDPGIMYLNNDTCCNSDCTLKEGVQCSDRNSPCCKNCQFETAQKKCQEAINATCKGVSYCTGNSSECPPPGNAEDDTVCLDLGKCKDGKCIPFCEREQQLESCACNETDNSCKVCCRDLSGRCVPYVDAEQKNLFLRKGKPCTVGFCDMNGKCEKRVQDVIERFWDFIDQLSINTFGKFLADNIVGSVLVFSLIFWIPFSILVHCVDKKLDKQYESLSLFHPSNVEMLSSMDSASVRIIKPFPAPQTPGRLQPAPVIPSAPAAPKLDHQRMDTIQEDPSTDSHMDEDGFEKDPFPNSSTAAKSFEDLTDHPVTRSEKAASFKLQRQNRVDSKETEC
hcDAF12 agonist: activators of H. contortus DAF-12 nuclear receptor | HEK293 hcDAF-12 lit1-tk-luc reporter, luminescence; 0% DMSO, 100% Δ7-dafachronic acid | AID 652067 | activation, % at 6.8 µM | 1.4% of 370,000 active;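 active = activation above the mean of all tested compounds plus 3 SD, cut at about 5.5% in these data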;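 note: 100% = response to 3 µM Δ7-dafachronic acid high control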
SMARCA2 activ: SMARCA2 function activation, primary screen; MG213 cells, MMTV-luciferase reporter, dexamethasone, overnight; activation, % at 9.1 µM; 1% of 370,000 active; in the data active = activation above about 7.8%;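 note: 0% = vehicle wells and 100% = reference activator wells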
PLCb3 inh: inhibitors of human phospholipase C beta3 | Q01970 | 0.18% of 370,000 active | inhibition, % at 12.2 µM | Purified PLC-beta3, fluorogenic substrate, fluorescence; in the data active = inhibition above about 11%;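 note: 0% = median of compound wells on plate and 100% = full blocker control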
ssDAF-12 act: S. stercoralis DAF-12 activation, primary screen | HEK293 ssDAF-12/GRIP1 lit1-tk-luc reporter, luminescence; % of 3 µM dafachronic acid response | 1% of 370,000 active | activation, % at 6.8 µM | AID 652126;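 active = activation above the mean over all tested compounds plus 3 SD, cut at about 0.9% in these data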;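 note: 0% = DMSO-only wells and 100% = 3 µM delta7-dafachronic acid wells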
DAX1 inh-2: NR0B1 (DAX1) inhibition. P51843. HEK293 Gal4-DAX1 luciferase reporter, luminescence. inhibition, % at 6.75 µM. 0.99% of 340,000 active. AID 504766;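 active = inhibition above the mean over all tested compounds plus 3 SD, cut at about 4.2% in these data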;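 note: 0% = DAX1-transfected cells with DMSO and 100% = empty-vector control cells with DMSO; inhibition shows as a rise in luminescence from relieved DAX1 repression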
Target sequence (P51843 207-470 limits assumed): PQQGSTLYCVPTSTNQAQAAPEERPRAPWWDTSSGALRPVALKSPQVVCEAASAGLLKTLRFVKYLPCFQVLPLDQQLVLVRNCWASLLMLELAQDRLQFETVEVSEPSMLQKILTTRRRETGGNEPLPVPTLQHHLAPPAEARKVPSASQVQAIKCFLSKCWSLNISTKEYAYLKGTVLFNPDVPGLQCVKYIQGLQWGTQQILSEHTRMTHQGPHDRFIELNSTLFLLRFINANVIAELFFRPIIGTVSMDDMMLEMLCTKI
* marks the source's active call; other numbers are inactive results; i = inactive; nt = no result given. Outcome played no part in choosing rows, and some 7.4% of all compounds hit somewhere here.

The first 9 entries as a preview:
SMILES	DAX1 inh-1	hgDAF-12 ag	NR1D1 modulator	PLC-gamma1 inh	MBD2 inh	ADAM17 inh	hcDAF12 agonist	SMARCA2 activ	PLCb3 inh	ssDAF-12 act	DAX1 inh-2
O=C(Oc1ccc(OC(=O)c2ccncc2)cc1)c1ccncc1	0.1	0.6	0	2	1	-4	3.1	-2	-8	-0.2	-0.9
CC1(c2ccc3noc(-c4ccccc4)c3c2)OCCO1	-0.8	-0.6	0	-7	-3	2	-1.2	-1	-9	-0.6	-0.3
Cc1cc(C)n(Cc2ccc(Cl)c(Cl)c2)c(=O)c1S(=O)(=O)c1ccccc1	0.4	0.0	15	-2	3	-3	1.8	1	-1	-1.0	1.0
COc1ccc(NC(=O)c2cc(-c3ccc(C)cc3)on2)cc1OC	-0.5	-1.7	0	0	0	-3	-0.4	-2	-5	-1.1	0.4
O=C(COC(=O)c1cc(Cl)ccc1O)NNC(=O)c1ccc([N+](=O)[O-])cc1	-1.3	0.7	1	-6	3	-9	0.2	0	-9	-0.5	1.2
CC(C)CCNC(=O)NC(=O)COC(=O)C1CCN(S(=O)(=O)c2ccccc2F)CC1	0.1	0.0	4	1	3	3	-1.1	5	4	-1.1	-0.5
Cc1cnc(C(=O)N(c2ccccc2)C(c2ccccc2)c2nc3ccccc3[nH]2)cn1 (stereo not drawn)	6.0*	9.3	-7	-10	3	-4	3.2	3	-11	-0.2	nt
CNC(=O)COC(=O)c1ccc(Cl)c(S(=O)(=O)N2CCCC2)c1	-0.1	-0.1	-3	1	4	-4	-0.9	-5	0	-1.0	0.1
CN(C)CCOc1ccc(-c2c(-c3ccccc3)sc3ccccc23)cc1	0.5	-0.3	5	-11	-1	1	-1.5	-1	-13	-1.2	-0.7

The listing, from the first entry:
SMILES	DAX1 inh-1	hgDAF-12 ag	NR1D1 modulator	PLC-gamma1 inh	MBD2 inh	ADAM17 inh	hcDAF12 agonist	SMARCA2 activ	PLCb3 inh	ssDAF-12 act	DAX1 inh-2
O=C(Oc1ccc(OC(=O)c2ccncc2)cc1)c1ccncc1	0.1	0.6	0	2	1	-4	3.1	-2	-8	-0.2	-0.9
CC1(c2ccc3noc(-c4ccccc4)c3c2)OCCO1	-0.8	-0.6	0	-7	-3	2	-1.2	-1	-9	-0.6	-0.3
Cc1cc(C)n(Cc2ccc(Cl)c(Cl)c2)c(=O)c1S(=O)(=O)c1ccccc1	0.4	0.0	15	-2	3	-3	1.8	1	-1	-1.0	1.0
COc1ccc(NC(=O)c2cc(-c3ccc(C)cc3)on2)cc1OC	-0.5	-1.7	0	0	0	-3	-0.4	-2	-5	-1.1	0.4
O=C(COC(=O)c1cc(Cl)ccc1O)NNC(=O)c1ccc([N+](=O)[O-])cc1	-1.3	0.7	1	-6	3	-9	0.2	0	-9	-0.5	1.2
CC(C)CCNC(=O)NC(=O)COC(=O)C1CCN(S(=O)(=O)c2ccccc2F)CC1	0.1	0.0	4	1	3	3	-1.1	5	4	-1.1	-0.5
Cc1cnc(C(=O)N(c2ccccc2)C(c2ccccc2)c2nc3ccccc3[nH]2)cn1 (stereo not drawn)	6.0*	9.3	-7	-10	3	-4	3.2	3	-11	-0.2	nt
CNC(=O)COC(=O)c1ccc(Cl)c(S(=O)(=O)N2CCCC2)c1	-0.1	-0.1	-3	1	4	-4	-0.9	-5	0	-1.0	0.1
CN(C)CCOc1ccc(-c2c(-c3ccccc3)sc3ccccc23)cc1	0.5	-0.3	5	-11	-1	1	-1.5	-1	-13	-1.2	-0.7
Cc1c(C(=O)Nc2nc3ccccc3[nH]2)oc2c(Cl)cccc12	1.1	3.2	-2	-13	-4	-3	8.7*	2	-16	1.0*	0.1
O=C1OC(c2ccc(Br)cc2)=N/C1=C\c1ccco1	0.1	3.9	2	-4	-7	-2	0.2	3	-6	-1.0	nt
N#Cc1c(/N=C/c2ccc(-c3ccc(C(=O)O)c(Cl)c3)o2)sc2c1CCCC2	-3.2	-3.5	-6	-3	-1	-20	1.1	-1	-15	-1.6	1.0
Cc1ccc(NC(=O)CC2NCCNC2=O)cc1 (stereo not drawn)	-0.1	0.6	0	4	-7	0	-0.4	-3	4	-1.1	2.3
CCc1ccc2c(c1)c1nc(C)sc1n2CC	0.1	-1.2	1	5	-4	1	-1.2	1	2	-1.7	-1.6
O=C1CC(c2ccccc2)c2ccccc21 (stereo not drawn)	0.1	2.6	4	1	3	-2	-0.6	0	2	0.0	-1.3
CC(C)(C)c1cc2nc3c(c(=O)n2[nH]1)CN(Cc1ccccc1)C3=O	-0.2	-0.2	6	-245	-1	-88	-0.8	-3	-337	-1.3	nt
CC(OC(=O)c1cccnc1Cl)C(=O)NCc1ccccc1 (stereo not drawn)	1.2	0.2	-2	-7	1	-2	0.8	1	-2	0.3	0.9
CCCCC(=O)Nc1nnc(S(=O)(=O)N(C)Cc2ccco2)s1	0.4	-1.6	-10	-2	-3	1	-1.5	-3	-11	-0.7	0.1
CCn1c(=O)c(=O)[nH]c2cc(C(=O)N3CCN(c4ccccc4F)CC3)ccc21	-0.4	0.9	0	-5	-6	-6	-0.8	3	-5	-0.8	-0.7
CC(=O)Nc1sc(N)nc1-c1ccccc1	0.7	-0.3	0	-3	2	1	0.0	-3	0	-1.8	-0.3
CSc1nsc2nc(=O)c(/C=C3\C=Nc4ccccc43)c(N)n12	0.6	1.4	4	-1	-6	-2	2.2	2	-13	-0.8	1.5
CCOC(=O)c1nc(NCc2ccccc2F)c2ccccc2n1	-0.7	-5.8	-2	-1	2	-2	-2.0	4	2	-1.6	-2.2
CCOC(=O)C1CC2CC(C1)CN(C(=O)C1CCCCC1)C2 (stereo not drawn)	0.3	-3.2	2	-2	-1	-2	-1.1	-1	-3	-0.3	0.2
CCN(CC)CCN(Cc1cc2cc3c(cc2[nH]c1=O)OCO3)C(=S)NC	-0.5	-2.2	2	-41	2	-174	-1.2	-2	-55	-0.9	-1.2
CN(C)/C=C/C(=O)c1cccc(Cl)c1	-0.1	1.3	0	-10	6	3	0.3	-2	-8	-0.9	0.6

Continuation.
SMILES	DAX1 inh-1	hgDAF-12 ag	NR1D1 modulator	PLC-gamma1 inh	MBD2 inh	ADAM17 inh	hcDAF12 agonist	SMARCA2 activ	PLCb3 inh	ssDAF-12 act	DAX1 inh-2
COc1ccccc1NC(=O)C/C(C)=N/NC(=O)c1ccccn1	2.1	13*	0	1	4	-3	3.9	12*	-6	0.4	3.3
COc1cccc(C(=O)N2CCC[C@@H]2C(=O)N2CCC[C@H]2C(=O)NCc2ccccc2)c1	0.8	1.9	-4	4	0	0	-0.8	0	7	-1.7	nt
O=C(N/N=C\C=C\c1ccc2c(c1)OCO2)c1cccnc1	-0.8	2.1	4	-132	-4	-7	1.1	5	-142	-1.5	0.1
COCCNc1ncnc2c1ncn2[C@H]1CN(Cc2ccco2)C[C@@H](CO)O1	0.1	1.1	-2	-3	24*	-3	-1.5	-2	0	-1.4	nt
COc1ccccc1Cn1c(=S)[nH]c2cc(C(=O)NCc3cccnc3)ccc2c1=O	0.6	1.3	-6	0	8	-5	0.5	-5	-10	-1.5	0.0
O=C(c1ccccc1-c1ccccc1)N1CCOCC1	0.2	-1.2	-5	-1	-1	-13	-2.1	-1	3	-1.2	-0.1
c1ccc(CSc2nnc(-c3ccco3)n2Cc2ccccc2)cc1	2.0	6.3	-2	-2	-4	-1	2.2	8	-4	-0.6	1.9
COc1cc(/C=N/NC(=S)NCCN2CCOCC2)ccc1O	-0.3	-2.7	6	-6	2	-17	0.8	-2	-35	-1.7	1.6
CCCCC(=Nc1ccccc1OC)C1=C(O)CC(c2ccccc2)CC1=O (stereo not drawn)	-0.4	3.1	11	0	-2	-1	1.7	-2	0	-0.3	1.7
S=c1[nH]ncn1/N=C/c1ccc(Br)cc1	-0.1	0.1	-2	1	0	-4	-1.7	0	3	-1.4	-0.8
O=C(c1ccc2nc(N3CCOCC3)sc2c1)N1CCC(Cc2ccccc2)CC1	-1.3	-1.2	7	2	1	0	-0.1	0	0	-1.5	1.2
N#Cc1ccccc1S(=O)(=O)N1CCN(S(=O)(=O)c2ccc(Br)c(C(=O)O)c2)CC1	0.1	0.5	-2	-1	5	0	1.2	0	-2	-0.7	0.6
CN(C(=O)c1cccc(NC(=O)Cc2ccc(NC(=O)C3CCCN(C(=O)c4ccccc4)C3)cc2)c1)C1CCC1 (stereo not drawn)	-0.5	-2.4	-10	-2	-3	0	0.0	-1	-2	-1.4	-1.4
Cc1ccccc1CSCC(=O)N/N=C/c1cccs1	-0.3	1.0	2	-1	-2	1	-1.9	0	-4	-1.3	-0.7
CC(C)c1ccccc1NC(=O)COC(=O)c1cc([N+](=O)[O-])ccc1N1CCOCC1	-1.0	-1.2	3	1	0	2	-0.3	-1	-2	-1.7	-0.5
Cc1nc(N2CCN(C)CC2)c2c(C)c(C(=O)Nc3ccc(F)cc3)sc2n1	0.7	-1.8	0	1	1	-2	-1.9	0	2	-0.8	0.1
CN(C)S(=O)(=O)n1cc(/C=C(\NC(=O)c2ccccc2F)C(=O)N2CCOCC2)c2ccccc21	1.5	2.8	4	3	3	-2	-0.5	-1	-5	-1.4	0.4
O=C(NC1CCCC1)C1C(c2ccc(C(F)(F)F)cc2)=Nc2ccccc2N1C(=O)c1ccccc1 (stereo not drawn)	3.6*	5.2	-6	-7	11	-1	5.7*	13*	-12	0.8	nt
Cc1ccc(/C(N)=N/OC(=O)c2ccc(C)cc2Cl)cc1	0.1	0.0	-2	-2	1	0	-3.4	3	0	-1.9	2.3
O=C(N/N=C/c1cccnc1)C(O)c1ccccc1 (stereo not drawn)	0.0	0.2	-1	0	-3	-2	-0.4	-2	1	-0.8	1.2
CCC1CCCCN1CCNC(=O)CCS(=O)(=O)c1ccc(Br)cc1 (stereo not drawn)	-0.2	1.2	-5	1	6	-1	-1.9	4	2	-1.4	-0.7
COc1cc(CN2C[C@@H](CO)O[C@@H](n3cnc4c(NC(C)C)ncnc43)C2)cc(OC)c1OC	1.4	-0.1	-1	9	-9	5	-1.7	-2	2	-0.9	nt
Cc1ccc(C(=O)NNC(=O)C2CC2)cc1Br	1.3	-1.0	6	-5	5	-4	-1.8	1	-9	-0.9	-0.2
Cc1cccc(OS(=O)(=O)NC(=O)OCC2CCCN3CCCCC23)c1 (stereo not drawn)	1.1	1.6	-8	-3	1	0	-1.4	-2	0	-0.9	-0.8
Oc1ccc2ccccc2c1N=Nc1nccs1	-2.1	-11	7	-3	-4	0	-5.3	2	-5	-1.8	-4.6
O=C(COc1ccc(-n2cnnn2)cc1)Nc1cc(Cl)cc(Cl)c1	-1.1	0.9	0	1	-2	-1	-1.5	-2	-3	-1.0	-1.4
CCOc1ccc(C(=O)Nc2ccc(CN3CCOCC3)cc2)cc1Br	-0.5	-2.7	5	7	-2	3	-1.7	2	-4	-1.6	-3.0
Cn1c(C(=O)N2CCN(c3ncccn3)CC2)cc2c(=O)n(C)c3ccccc3c21	0.1	-1.0	-2	-19	2	-11	-0.7	-1	-27	-1.6	-0.6
O=C1c2ccccc2S(=O)(=O)c2cc(N3CCC4(CC3)OCCO4)ccc21	0.0	4.0	8	-14	-7	2	-0.6	3	-15	-0.9	nt
N#Cc1nc(-c2ccc(Cl)cc2)oc1NCc1ccco1	1.4	2.6	-8	i	-4	-130	2.2	-2	i	-0.4	1.3

High-throughput results: PubChem, several laboratories
